Epigenetic reg: Quantitative High-Throughput Screen for Regulators of Epigenetic Control. Potency, µM (doses to about 53.9 µM), without a hit: at the top dose GFP activation, actives largely listed as activators. 280,000 compounds, 0.2% hits. AID 1865, 2009. murine LDR cells, GFP reporter derepression, 30 h; also: potency is read from the fitted curve at half-maximal effect; % of control where 0% means no effect; nearly all actives have a fitted effect of over 60% in size
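Readout is the number of GFP-expressing murine LDR cells, counted by cytometry following washing. Cells were treated with compound for 30 h at 37 C; the stably integrated CMV-GFP locus is normally silent.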
NPSR antag: qHTS Assay for Antagonists of the Neuropeptide S Receptor: cAMP Signal Transduction. Potency, µM (highest dose often 38.3 µM), inactives show at the top dose activity change, negative = inhibition, actives largely listed as inhibitors. CHO-NPSR cells, cAMP TR-FRET, antagonist mode. Q6W5P4. 220,000 compounds, 1% hits. AID 1461, 2008; also: potency is read from the fitted curve at half-maximal effect; % is scaled to controls: 0 for no effect and ±100 for the full control effect; nearly all actives have a fitted effect of over 50% in size; many of its hits are not listed in these tables
Target sequence (Q6W5P4 whole entry, looked up): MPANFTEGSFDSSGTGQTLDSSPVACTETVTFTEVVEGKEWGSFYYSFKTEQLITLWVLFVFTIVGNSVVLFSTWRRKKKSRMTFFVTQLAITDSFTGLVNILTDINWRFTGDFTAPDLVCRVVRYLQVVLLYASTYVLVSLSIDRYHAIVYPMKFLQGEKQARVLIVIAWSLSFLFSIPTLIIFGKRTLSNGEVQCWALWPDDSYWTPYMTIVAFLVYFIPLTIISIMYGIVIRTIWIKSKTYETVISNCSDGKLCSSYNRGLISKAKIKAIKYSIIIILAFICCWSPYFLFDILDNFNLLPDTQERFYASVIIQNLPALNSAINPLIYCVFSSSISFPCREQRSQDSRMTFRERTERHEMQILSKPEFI
CBFb RUNX1 block: qHTS Assay for Compounds Blocking the Interaction Between CBF-beta and RUNX1 for the Treatment of Acute Myeloid Leukemia | AlphaScreen CBFb-His/RUNX1-biotin binding, biochemical | Potency, µM (top dose mostly 59.8 µM), for inactives: at the top dose activity, negative = inhibition, usual class: inhibitors | 230,000 tested, under 10 active | AID 1477, 2009 | Runt-related transcription factor 1 (Homo sapiens) + Core-binding factor subunit beta …; also: % of control where 0% means no effect
Target sequence (Q01196 whole entry, looked up): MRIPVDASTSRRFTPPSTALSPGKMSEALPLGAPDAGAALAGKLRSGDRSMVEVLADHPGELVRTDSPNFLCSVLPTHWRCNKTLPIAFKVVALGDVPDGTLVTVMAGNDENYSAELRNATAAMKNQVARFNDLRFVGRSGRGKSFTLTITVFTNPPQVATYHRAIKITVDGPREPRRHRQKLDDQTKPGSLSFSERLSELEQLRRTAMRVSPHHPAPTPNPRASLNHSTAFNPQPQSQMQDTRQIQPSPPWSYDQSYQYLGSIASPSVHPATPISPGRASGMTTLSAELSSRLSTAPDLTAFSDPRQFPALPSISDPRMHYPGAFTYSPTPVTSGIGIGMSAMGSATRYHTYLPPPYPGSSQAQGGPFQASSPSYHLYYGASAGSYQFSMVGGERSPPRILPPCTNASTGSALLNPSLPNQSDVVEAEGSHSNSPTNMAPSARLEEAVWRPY
Target sequence (Q13951 whole entry, looked up): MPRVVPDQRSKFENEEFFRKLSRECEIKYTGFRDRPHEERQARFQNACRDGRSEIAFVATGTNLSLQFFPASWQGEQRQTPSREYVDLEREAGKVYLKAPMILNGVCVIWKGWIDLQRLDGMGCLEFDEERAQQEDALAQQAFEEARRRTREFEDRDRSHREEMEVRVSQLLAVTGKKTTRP
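CBF-beta (His) and RUNX1 (biotin), 30 nM each; 20 min preassociation; + compound, 15 min; + beads 50 ng each (Ni, streptavidin), 90 min; RT; AlphaScreen read.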
L3MBTL1 inh: qHTS Assay for the Inhibitors of L3MBTL1 | Lethal(3)malignant brain tumor-like protein 1 (Homo sapiens), Q9Y468 | AlphaScreen L3MBTL1–H3K9me1 peptide binding | Potency, µM (top dose mostly 57.1 µM), for the others: at the highest dose activity, negative = inhibition, usual class: inhibitors | 230,000 compounds, 0.66% hits | AID 485360, 2010; also: potency is read from the fitted curve at half-maximal effect; % is scaled to controls: 0 for no effect and ±100 for the full control effect; nearly all actives have a fitted effect of over 60% in size
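L3MBTL1 (50 nM) pre-complexed 30 min with biotinylated H3(1-15)K9me1 peptide (75 nM), then compounds added for 30 min at room temperature; AlphaScreen streptavidin donor/nickel chelate acceptor beads (10 ug/mL final) read after 30 min dark incubation.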
Luc counter: Counterscreen for Luciferase (Kinase-Glo TM) Inhibition | Luciferin 4-monooxygenase (Photuris pensylvanica), Q27757 | Kinase-Glo luciferase, ATP luminescence, 8 min | Potency, µM (highest dose often 38.3 µM), without a hit: at the top dose activity change, negative = inhibition, hits mostly inhibitors | 200,000 compounds, 0.28% hits | AID 1379, 2008; also: potency is read from the fitted curve at half-maximal effect; % is scaled to controls: 0 for no effect and ±100 for the full control effect; nearly all actives have a fitted effect of over 60% in size
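Luminescence was the read-out, taken after 8-minute incubation at ambient temperature. Luciferase turned over luciferin with 10 uM ATP in imidazole pH 7.2 buffer containing KCl, MgCl2, Tween 20 and BSA.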
IMPase Li inh: qHTS Assay for Identifying the Cell-Membrane Permeable IMPase Inhibitors: Potentiation with Lithium; CHO-M1 cells, IP1 TR-FRET (IP-One), carbachol + lithium; Potency, µM (titrated, usually from 59.4 µM), for the others: at the top dose activity, negative = IMPase inhibition, usual class: inhibitors; 210,000 compounds, 0.35% hits; AID 1457, 2008;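 also: IP1 builds up when IMPase is blocked and the TR-FRET signal falls; potency is read from the fitted curve at half-maximal effect; plate controls were basal vehicle for no effect and high inhibitor control for full effect; nearly all actives have a fitted effect of over 50% in size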
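Lithium-sensitised IP1 accumulation assay; M1-expressing CHO cells treated 30 min at 37C with compound. Competitive antibody detection by time-resolved FRET followed a 10 min room-temperature lysis step.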
HTT aggregate: qHTS Multiplex Assay to Identify Dual Action Probes in a Cell Model of Huntington: Aggregate Formation (GFP); PC12 HttQ103-GFP aggregates, Acumen cytometry, 40 h; Potency, µM (titrated, usually from 46.1 µM), inactives show at the top dose activity change, negative = inhibition, usual class: inhibitors; 220,000 compounds, 1.1% hits; also: potency is read from the fitted curve at half-maximal effect; % is scaled to controls: 0 for no effect and ±100 for the full control effect; nearly all actives have a fitted effect of over 60% in size
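Aggregate formation scored by laser-scanning cytometer (488 excitation, 500–530 emission) in lysed PC12 cells expressing Q103-GFP after 100 nM tebufenozide induction; library tested in dose series, with ATPLite reagent added in the multiplex.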
Starred values were filed as active, the others as inactive; ? = inconclusive; . = no result given; [ ] = dose if it differs, or a comment. Calls follow the shape of the dose curve; as a rule, active = well fitted curve in the direction sought with a large enough effect; inconclusive = small, poorly fitted or top-dose-only effect, or another doubt; inactive = no such curve, though single readings can be large; an effect the other way counts as inactive or inconclusive. Only part of the results is shown. The share of hits here may be higher or lower than overall.

Start of the listing, in advance:
SMILES	Epigenetic reg	NPSR antag	CBFb RUNX1 block	L3MBTL1 inh	Luc counter	IMPase Li inh	HTT aggregate
COc1cc(/C=C(\C#N)c2[nH]nc(N)c2C#N)cc(OC)c1O	0.8%	-4%[46.1 µM]	-3%	.	6%	49%[activator][38.3 µM]	5%[9.22 µM]
COc1ccc(NC(=O)c2cc(-c3ccco3)on2)cc1	3.8%	4%	0%	.	10%	-15%	-13%
N#CCCn1cc(/C=N/NC(=O)c2ccncc2)c(-c2ccccc2)n1	-9.3%	-17%[46.1 µM]	11%	13%	7%	8%	1%
CSCCC(C(=O)OCC(=O)c1ccc(C)c(C)c1)N1C(=O)c2ccccc2C1=O (stereo unspecified)	0.0%	-10%	6%	-2%	-2%	0%	-1%
CCc1ccc(C(=O)CSc2nc(C)cc(=O)[nH]2)cc1	-1.1%	12%	5%	3%	-1%	4%	-16%[9.22 µM]
O=C(Nc1nccs1)c1ccc(Cl)s1	1.2%	-2%[46.1 µM]	-1%	.	-5%	-13%[38.3 µM]	-14%
CCC(C(=O)OCC(=O)Nc1ccc(C(N)=O)cc1)c1ccccc1 (stereo unspecified)	1.3%	2%	15%	-2%	-3%	8%	19%
CCNC(=S)NN=C1c2ccccc2-c2ccccc21	-0.1%	?	.	?	2%	21%	-13%
CN(C)C=Nc1nc2ccccc2nc1N1CCCC1	-0.1%	-4%	?	0%[11.4 µM]	4%	4%	0%
O=C(COCc1nc2ccccc2c(=O)[nH]1)NC1CCCC1	-0.4%	-14%[46.1 µM]	2%	4%	-2%	-7%[38.3 µM]	6%
CCn1c(=N)n(CC(=O)c2ccc(OC)cc2)c2ccccc21	-1.1%	-11%[46.1 µM]	-4%	2%	-5%	20%[38.3 µM]	-6%
COc1cccc(N=C(N)N)c1	1.1%	12%	8%	.	0%	6%	27%
COC(=O)Cc1c(C)nc2nc[nH]n2c1=O	0.0%	5%[46.1 µM]	2%	9%	-4%	2%	11%

Main list, from the start:
SMILES	Epigenetic reg	NPSR antag	CBFb RUNX1 block	L3MBTL1 inh	Luc counter	IMPase Li inh	HTT aggregate
COc1cc(/C=C(\C#N)c2[nH]nc(N)c2C#N)cc(OC)c1O	0.8%	-4%[46.1 µM]	-3%	.	6%	49%[activator][38.3 µM]	5%[9.22 µM]
COc1ccc(NC(=O)c2cc(-c3ccco3)on2)cc1	3.8%	4%	0%	.	10%	-15%	-13%
N#CCCn1cc(/C=N/NC(=O)c2ccncc2)c(-c2ccccc2)n1	-9.3%	-17%[46.1 µM]	11%	13%	7%	8%	1%
CSCCC(C(=O)OCC(=O)c1ccc(C)c(C)c1)N1C(=O)c2ccccc2C1=O (stereo unspecified)	0.0%	-10%	6%	-2%	-2%	0%	-1%
CCc1ccc(C(=O)CSc2nc(C)cc(=O)[nH]2)cc1	-1.1%	12%	5%	3%	-1%	4%	-16%[9.22 µM]
O=C(Nc1nccs1)c1ccc(Cl)s1	1.2%	-2%[46.1 µM]	-1%	.	-5%	-13%[38.3 µM]	-14%
CCC(C(=O)OCC(=O)Nc1ccc(C(N)=O)cc1)c1ccccc1 (stereo unspecified)	1.3%	2%	15%	-2%	-3%	8%	19%
CCNC(=S)NN=C1c2ccccc2-c2ccccc21	-0.1%	?	.	?	2%	21%	-13%
CN(C)C=Nc1nc2ccccc2nc1N1CCCC1	-0.1%	-4%	?	0%[11.4 µM]	4%	4%	0%
O=C(COCc1nc2ccccc2c(=O)[nH]1)NC1CCCC1	-0.4%	-14%[46.1 µM]	2%	4%	-2%	-7%[38.3 µM]	6%
CCn1c(=N)n(CC(=O)c2ccc(OC)cc2)c2ccccc21	-1.1%	-11%[46.1 µM]	-4%	2%	-5%	20%[38.3 µM]	-6%
COc1cccc(N=C(N)N)c1	1.1%	12%	8%	.	0%	6%	27%
COC(=O)Cc1c(C)nc2nc[nH]n2c1=O	0.0%	5%[46.1 µM]	2%	9%	-4%	2%	11%
COc1cc(/C=C/C(=O)Nc2ccc(C(C)=O)cc2)cc(OC)c1OC	-3.2%	2%	-3%	1%	-1%	-4%	4%
COc1nc(Oc2ccc(C(=O)OCC(N)=O)cc2)nc(N(C)C)n1	0.0%	-3%[46.1 µM]	-1%	2%	-4%	8%[38.3 µM]	8%
CCOC(=O)C1=C(O)/C(=C/c2ccc(-c3ccccc3C(=O)O)o2)SC1=Nc1ccc(OC)cc1	2.3%	-6%[46.1 µM]	-7%	-6%	-9%	-3%[38.3 µM]	12%
CCOC(=O)C(CCCOc1cccc(OC)c1)C(=O)OCC	-1.5%	-17%[46.1 µM]	30%	53%[activator]	-1%	18%[38.3 µM]	10%
CCc1cccc(N=c2c([N+](=O)[O-])nn(-c3ccc4c(c3)OCCO4)n2O)c1	?	-20%	?	?	2%	6%	-22%
CN(Cc1ccc(F)cc1)Cc1nc(-c2cnccn2)no1	0.5%	-5%	20%	12%	1%	1%	-10%
O=C(O)Cc1cn(-c2ccccc2)nc1-c1ccccc1	-1.4%	-6%	15%	1%	4%	2%	-9%
CCOC(=O)c1ccc(NC(=O)Nc2ncc(Cl)cc2Cl)cc1	0.0%	0%	11%	.	.	.	3%[9.22 µM]
O=C(c1ccco1)N1CCN(S(=O)(=O)Cc2ccc(Cl)cc2)CC1	-1.0%	-14%[46.1 µM]	3%	.	1%	-13%[38.3 µM]	1%
O=C1C(=O)N(CC2CCCO2)C(c2ccco2)/C1=C(/O)c1ccc(F)cc1 (stereo unspecified)	-0.8%[10.1 µM]	-3%	0%	-1%	5%	11%	11%[9.22 µM]
COc1ccc(/C=C/CN2CCCC(C(=O)c3cc(F)ccc3F)C2)cc1 (stereo unspecified)	-0.1%	16%	13%	-5%	.	13%	0%[9.22 µM]
O=C(c1cccc(Cl)c1)N1CCN(Cc2c[nH]c3ccccc23)CC1	-0.1%	-2%	6%	6%	-6%	11%	-12%[9.22 µM]
SMILES	Epigenetic reg	NPSR antag	CBFb RUNX1 block	L3MBTL1 inh	Luc counter	IMPase Li inh	HTT aggregate
CCCC/C(O)=N\S(=O)(=O)c1ccc(N=NN(C)C)cc1	2.4%	-5%[46.1 µM]	6%	1%	0%	0%	-1%
Cc1occc1C(=O)Nc1cc(C(C)(C)C)on1	0.9%	25%[46.1 µM]	6%	-8%[11.4 µM]	11µM*	22%[38.3 µM]	?
CCCN(Cc1ccccc1)S(=O)(=O)c1ccc(N2C(=O)CCC2=O)cc1	-3.1%	-19%[46.1 µM]	2%	5%	-3%	-1%[38.3 µM]	9%
COc1cccc(N=CC2=C(O)CCCC2=O)c1	-1.1%	-30%	6%	13%	-5%	14%	-5%
CC(=O)OC(C#CCN1CCOCC1)c1ccccc1 (stereo unspecified)	-0.7%	0%[46.1 µM]	9%	.	4%	0%[38.3 µM]	4%
COc1cccc(NC(=O)C(c2ccccc2)N2CCCC2)c1 (stereo unspecified)	-3.5%	0%	-22%	.	-1%	13%	-14%
COCc1c(C(=O)OC/C(O)=C(\C#N)c2nc3ccccc3[nH]2)oc2ccccc12	-0.8%	-11%	-6%	-2%	3%	-3%	23%
Cn1nc(C(F)(F)F)c(-c2ccc(Br)cc2)c1NC(=O)C1CCC1C(=O)O (stereo unspecified)	-1.2%	8%	7%	.	.	.	-7%[9.22 µM]
Cc1nnc(SCC(=O)NCC(=O)Nc2ccc(F)c(F)c2F)n1Cc1ccccc1	0.0%	-8%	12%	8%	2%	3%	5%
COn1c(=O)c(-c2ccc(Cl)cc2)[n+]([O-])c2ccccc21	0.9%	-12%[46.1 µM]	1%	.	4%	22%[38.3 µM]	-8%
Cc1cc(C)cc(-n2nnc(C(=O)NCc3ccccc3Cl)c2N)c1	0.0%	-13%[46.1 µM]	2%	5%	0%	-3%[38.3 µM]	9%
CC(C)CC(=O)NCCCN1CCN(CCCNC(=O)CC(C)C)CC1	-1.2%	-16%[46.1 µM]	-1%	-3%	18%	2%	-4%
COc1ccc(OC)c(NC(=O)COC(=O)C2CCN(C(=O)c3ccc(Cl)cc3)CC2)c1	-1.3%	-9%	5%	.	.	4%	-8%
Cc1cc(SCC(=O)c2ccccc2)n2nc(C)nc2n1	3.0%	-5%[46.1 µM]	-1%	20%	-3%	-1%	-28%
Cc1ccc(S(=O)(=O)N2CCCC2C(=O)Nc2ccc(O)cc2)cc1 (stereo unspecified)	-1.0%	7%	1%	1%	3%	2%	?
COc1ccc(-n2nc(C(=O)NCC(=O)N3CCN(c4ccccn4)CC3)c3ccccc3c2=O)cc1	0.0%	-9%[46.1 µM]	-6%	12%	-1%	5%[38.3 µM]	5%
Cc1ccc(-n2c(SCC(N)=O)nnc2-c2ccccn2)cc1C	-0.7%	-7%[46.1 µM]	-4%	-30%	-3%	-9%[38.3 µM]	?
O=C(Nc1ccc(N2CCOCC2)cc1)Nc1ccc2nsnc2c1	1.1%	22%	3%	-1%	-3%	4%	-18%[9.22 µM]
COCCNS(=O)(=O)c1cccc2cccnc12	1.0%	6%[46.1 µM]	-3%	0%	2%	2%[38.3 µM]	2%
COc1ccc(CSc2nc(CSC)cc(N3CCOCC3)n2)cc1	-1.0%	?	-4%	-12%	2%	22%[38.3 µM]	0%
COc1ccc(CC(=O)Nc2c3c(nn2-c2cccc(C)c2C)CS(=O)C3)cc1OC (stereo unspecified)	-1.5%	1%[46.1 µM]	2%	-1%	0%	12%[38.3 µM]	-2%
Cc1cc(-c2nc(C)c(C(=O)NN)s2)no1	-2.0%	-30%	-4%	2%	.	.	-9%[9.22 µM]
COc1cc([N+](=O)[O-])ccc1NC(=O)CCCOc1cccc(C)c1	0.9%	-20%[46.1 µM]	0%	-15%	1%	-1%[38.3 µM]	1%

Bioassay records (PubChem BioAssay)
